Bioassay records deposited in PubChem BioAssay by National Center for Advancing Translational Sciences (NCATS).
mIDH1 inhibitor – qHTS for Inhibitors of mutant isocitrate dehydrogenase 1 (IDH1): qHTS; Isocitrate dehydrogenase [NADP] cytoplasmic (Homo sapiens), O75874; IDH1-R132H enzyme, NADPH consumption, diaphorase/resazurin fluorescence; Potency, µM (doses to about 76.6 µM), inactives show at the top dose activity change, negative = inhibition, actives largely listed as inhibitors; hit rate 0.093% among 390,000; AID 602179, 2012; note: % is set by controls: 0 for no effect and ±100 for the full control effect; nearly all actives have a fitted effect of over 65% in size
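IDH1-R132H (0.5 ug/mL) preincubated 30 min with compound, then NADPH (0.016 mM) and alpha-KG (2 mM) added; 80 min at RT, pH 7.5. Remaining NADPH coupled via diaphorase/resazurin to fluorescence (540/590 nm); concentration-response curves normalized to no-enzyme control.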
RGS4 inh – Inhibitors of Regulator of G Protein Signaling (RGS) 4: qHTS | Regulator of G-protein signaling 4 (Homo sapiens), P49798 | hit rate 0.039% among 390,000 | Transcreener GDP fluorescence polarization, RGS4-accelerated GTP hydrolysis | Potency, µM (highest dose often 114 µM), for the others: top-dose activity change, negative = inhibition, actives largely listed as inhibitors; note: % is set by controls: 0 for no effect and ±100 for the full control effect; nearly all actives have a fitted effect of over 75% in size; some results filed as inactive show a strong effect at the top dose
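MLSMR compounds (23 nl, pin-transferred) preincubated 10 min at room temperature with a 500nM (2x) first reagent, then RGS4 at 900nM (2x) plus Transcreener GDP mix added; fluorescence polarization (620/688 nm) read before and after 90 min at 30 °C.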
Vif-A3F inh – qHTS for Inhibitors of Vif-A3F Interactions: qHTS; HeLa A3F-eYFP + Vif (tagged APOBEC3F with the HIV-1 protein that degrades it), YFP fluorescence increase; Potency, µM (highest dose often 46.1 µM), for the others: at the top dose activity, negative = active; hit rate 0.2% among 390,000; AID 602313, 2012; note: % of control where 0% means no effect; nearly all actives have a fitted effect of over 65% in size
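Fluorescence increase (Ex 488/Em 500-530) after overnight compound treatment at 37 deg C flags inhibition of Vif-driven A3F-eYFP loss in stable HeLa A3F-eYFP/Vif cells seeded overnight beforehand.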
ALOX12 inh – Primary qHTS assay for inhibitors of human arachidonate 12S-lipoxygenase (ALOX12): Round 2; Polyunsaturated fatty acid lipoxygenase ALOX12 (Homo sapiens), P18054; hit rate 1.1% among 580,000; purified 12hLO, xylenol orange hydroperoxide absorbance; Potency, µM (highest dose often 108 µM), for inactives: at the top dose activity change, negative = inhibition, most hits filed as inhibitors; note: % is set by controls: 0 for no effect and ±100 for the full control effect
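Purified human 12hLO at 150 nM in 25 mM Hepes, 0.01% Triton X-100, pH 7.0, preincubated 15 min at room temperature with compound. Reaction started with 40 uM arachidonic acid, 30 min at room temperature. Hydroperoxide measured by Fe-xylenol orange, 573/405 nm absorbance ratio.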
RXFP1 ag – qHTS Assay for Agonists of the Relaxin Receptor RXFP1; Potency, µM (top dose mostly 57.5 µM), for inactives: top-dose activation, usual class: activators; hit rate 0.3% among 370,000; HEK293T-RXFP1 cAMP TR-FRET, 30 min; response scale: percent of porcine relaxin response, buffer zero; Relaxin receptor 1 (Homo sapiens), Q9HBX9; note: % is set by controls: 0 for no effect and ±100 for the full control effect; nearly all actives have a fitted effect of over 60% in size; many of its hits are not listed in these tables
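cAMP rise read by TR-FRET after 30 min, 37C compound exposure (up to 58 uM) in RXFP1-transfected HEK293 cells with Ro 20174 present. EC50 from Hill-equation fits, with 29 nM porcine relaxin as 100% and buffer as basal.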
TrxR1 substrate – qHTS Assay for Substrates of Mammalian Selenoprotein Thioredoxin Reductase 1 (TrxR1): qHTS; Thioredoxin reductase 1, cytoplasmic (Rattus norvegicus), O89049; purified TrxR1 substrate turnover, NADPH consumption readout; Potency, µM (highest dose often 114 µM), inactives show at the top dose activity change, negative = substrate turnover; hit rate 0.01% among 390,000; AID 588456, 2011; note: % is set by controls: 0 for no effect and ±100 for the full control effect; nearly all actives have a fitted effect of over 50% in size
Target sequence (O89049 whole entry, looked up): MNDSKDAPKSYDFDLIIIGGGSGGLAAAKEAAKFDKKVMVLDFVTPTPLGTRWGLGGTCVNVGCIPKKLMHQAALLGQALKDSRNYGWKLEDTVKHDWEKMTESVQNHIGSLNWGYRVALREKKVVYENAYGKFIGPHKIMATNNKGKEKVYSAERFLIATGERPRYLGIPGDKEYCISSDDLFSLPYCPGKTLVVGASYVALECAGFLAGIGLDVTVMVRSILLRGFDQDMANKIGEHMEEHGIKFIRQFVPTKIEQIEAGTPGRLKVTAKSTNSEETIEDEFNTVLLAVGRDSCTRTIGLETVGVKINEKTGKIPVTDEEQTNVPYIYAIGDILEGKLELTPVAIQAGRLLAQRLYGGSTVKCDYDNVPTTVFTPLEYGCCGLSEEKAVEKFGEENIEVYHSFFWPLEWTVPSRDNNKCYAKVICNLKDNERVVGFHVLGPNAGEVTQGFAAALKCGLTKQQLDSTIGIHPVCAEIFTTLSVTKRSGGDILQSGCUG
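Rat TrxR1, dispensed at 90 nM, was prereduced with 400 uM NADPH (final) for 5 min at ~22 deg C, then incubated with compound 15 min before 400 uM selenite. A first-read NADPH fluorescence drop versus no-compound background flagged substrates.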
USP1-UAF1 inh – Inhibitors of USP1/UAF1: Primary Screen; Ubiquitin carboxyl-terminal hydrolase 1 (Homo sapiens), O94782; recombinant USP1/UAF1, Ub-Rhodamine cleavage fluorescence; Potency, µM (series often up to 57.1 µM), inactives show at the top dose activity change, negative = inhibition, actives largely listed as inhibitors; hit rate 0.23% among 390,000; AID 743255, 2014; note: % is set by controls: 0 for no effect and ±100 for the full control effect; nearly all actives have a fitted effect of over 60% in size; inactives centre near -12
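USP1/UAF1 complex (1 nM) preincubated 15 min at room temperature with compound, then Ub-Rho substrate (150 nM final) added. Kinetic fluorescence at 480/540 nm over 6 reads at 60 s intervals; 50 mM HEPES pH 7.8, 0.5 mM EDTA, 0.1 mg/ml BSA, 1 mM TCEP, 0.01% Tween-20.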
TrxR1 inh – qHTS Assay for Inhibitors of Mammalian Selenoprotein Thioredoxin Reductase 1 (TrxR1): qHTS. Thioredoxin reductase 1, cytoplasmic (Rattus norvegicus), O89049. recombinant rTrxR1, NADPH fluorescence consumption, selenite substrate. Potency, µM (doses to about 114 µM), inactives show at the top dose activity change, negative = inhibition, most hits filed as inhibitors. hit rate 1% among 390,000. AID 588453, 2011; note: % is set by controls: 0 for no effect and ±100 for the full control effect; nearly all actives have a fitted effect of over 65% in size
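Rat TrxR1 (90 nM in the dispensed reagent) was pre-reduced with 400 uM NADPH for 5 min at room temperature, then incubated with compound for 15 min. After 400 uM selenite was added, NADPH fluorescence (Ex 340/Em 450 nm) was followed for 8 min.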
Vif-A3G inh – qHTS for Inhibitors of Vif-A3G Interactions: qHTS | DNA dC->dU-editing enzyme APOBEC-3G (Homo sapiens), Q9HC16 | HeLa A3G-eYFP + Vif (tagged APOBEC3G with the HIV-1 protein that degrades it), YFP fluorescence, overnight | Potency, µM (doses to about 46.1 µM), for the others: top-dose activity, negative = active, hits mostly inhibitors | hit rate 0.076% among 410,000 | AID 602310, 2012;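 note: % is set by controls: 0 for no effect and ±100 for the full control effect; nearly all actives have a fitted effect of over 60% in size; hits raise eYFP signal because A3G escapes Vif-driven loss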
Target sequence (Q9HC16 whole entry, looked up): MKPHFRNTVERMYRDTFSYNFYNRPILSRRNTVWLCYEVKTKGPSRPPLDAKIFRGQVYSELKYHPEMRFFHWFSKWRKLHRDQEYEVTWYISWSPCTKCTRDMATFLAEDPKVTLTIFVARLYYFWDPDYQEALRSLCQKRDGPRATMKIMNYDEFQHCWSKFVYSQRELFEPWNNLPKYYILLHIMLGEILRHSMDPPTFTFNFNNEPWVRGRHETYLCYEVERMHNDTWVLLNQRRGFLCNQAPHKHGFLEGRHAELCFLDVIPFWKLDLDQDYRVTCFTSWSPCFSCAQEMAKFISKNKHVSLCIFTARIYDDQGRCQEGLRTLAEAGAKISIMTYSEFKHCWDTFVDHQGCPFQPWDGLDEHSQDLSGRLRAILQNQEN
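Read-out is eYFP fluorescence (Ex 488/Em 500-530) from Vif-expressing HeLa A3G-eYFP cells; more signal means A3G escaped Vif-mediated degradation. Cells plated overnight, compound pinned in, incubated overnight at 37 deg C.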
* marks the source's active call; other numbers are inactive results; u = inconclusive; x = no result given; [ ] = another dose, or the depositor's remark. Calls come from the whole dose curve; as a rule, active = well fitted curve in the direction sought with a large enough effect; inconclusive = small, poorly fitted or top-dose-only effect, or another doubt; inactive = no such curve, though single readings can be large; an effect the other way counts as inactive or inconclusive. Potency is the fitted concentration of half-maximal effect. This is a subset. The share of hits here may be higher or lower than overall.

SMILES	mIDH1 inhibitor	RGS4 inh	Vif-A3F inh	ALOX12 inh	RXFP1 ag	TrxR1 substrate	USP1-UAF1 inh	TrxR1 inh	Vif-A3G inh
COC(=O)Cc1c(C)c2ccc(OC3CCCCC3=O)c(C)c2oc1=O (stereo not drawn)	-3%	3%	14%	0%	2.5%	71%[activator][57.1 µM]	-10%	15%[57.1 µM]	0%
O=C(c1ccc(F)cc1)c1ccc(N2CCCCC2)cc1	12%	19%	-1%	-26%	0.4%	5%	-23%	6%	0%
Cc1cc(C(=O)N/N=C/c2ccc(-c3ccc(C)c(Cl)c3)o2)n[nH]1	14%	-4%	10%	110%[activator]	0.6%	59%	-8%	6%[57.1 µM]	1%
COc1ccc(OC)c(NC(=O)CC(=O)Nc2ccc3nc4n(c(=O)c3c2)CCCCC4)c1	0%	-23%	-8%	-23%	5.3%	-2%	-26%	2%	3%
CN(C(=O)Nc1ccc(F)cc1)[C@H]1C[C@H]2c3[nH]c4ccccc4c3CCN2C(=O)[C@H]1CO	-6%	x	-11%	-6%	x	x	-27%	x	-5%
Cc1ccc(NC(=O)c2cccc(Cl)c2)nc1	2%	-50%	0%	-14%	-0.4%	6%[57.1 µM]	2%	8%[57.1 µM]	0%
CCCCCCNS(=O)(=O)c1nc2nc(C)cc(C)n2n1	-8%	8%	-14%	7%	1.8%	-9%	-9%	9%[57.1 µM]	0%
Nc1cccc2c(=O)c3ccccc3[nH]c12	8%	0%	-4%	-10%	-4.0%	-2%	-17%	7%	9%
COc1ccc(/C=N/NC(=O)CCc2n[nH]c(=O)[nH]c2=O)cc1O	4%	-2%	-3%	13%	3.0%	-2%	-7%	7%	1%
CC(C)(C)OC(=O)C[C@@H]1C/C=C\C[C@H](CC(=O)N(CCO)Cc2ccccc2)C(=O)N[C@H](C(C)(C)C)COC1=O	2%	2%	-3%	0%	x	3%	5%	12%	0%

Single records, from the list above. Order of values: mIDH1 inhibitor	RGS4 inh	Vif-A3F inh	ALOX12 inh	RXFP1 ag	TrxR1 substrate	USP1-UAF1 inh	TrxR1 inh	Vif-A3G inh
COc1ccc(/C=N/NC(=O)CCc2n[nH]c(=O)[nH]c2=O)cc1O reads 4%	-2%	-3%	13%	3.0%	-2%	-7%	7%	1%
CN(C(=O)Nc1ccc(F)cc1)[C@H]1C[C@H]2c3[nH]c4ccccc4c3CCN2C(=O)[C@H]1CO reads -6%	x	-11%	-6%	x	x	-27%	x	-5%

The listing picks up, starting three compounds before the break.
SMILES	mIDH1 inhibitor	RGS4 inh	Vif-A3F inh	ALOX12 inh	RXFP1 ag	TrxR1 substrate	USP1-UAF1 inh	TrxR1 inh	Vif-A3G inh
Nc1cccc2c(=O)c3ccccc3[nH]c12	8%	0%	-4%	-10%	-4.0%	-2%	-17%	7%	9%
COc1ccc(/C=N/NC(=O)CCc2n[nH]c(=O)[nH]c2=O)cc1O	4%	-2%	-3%	13%	3.0%	-2%	-7%	7%	1%
CC(C)(C)OC(=O)C[C@@H]1C/C=C\C[C@H](CC(=O)N(CCO)Cc2ccccc2)C(=O)N[C@H](C(C)(C)C)COC1=O	2%	2%	-3%	0%	x	3%	5%	12%	0%
O=[N+]([O-])c1cn(Cc2ccccc2)cn1	6%	-14%	-8%	0%	0.4%	-5%	-16%	-7%	2%
CCOC(=O)N1CCN(C(=O)COc2cccc3c2CCN(Cc2ccc(F)cc2)C3=O)CC1	5%	-3%	-3%	0%	1.9%	-6%	-7%	-9%	-4%
O=C(NCc1ccncc1)NC1CCCCC1	7%	10%	-1%	-13%	0.6%	3%	-8%	15%	1%
COc1cc(/C=N/NC(=O)C(N)=O)ccc1OCC(=O)N1C(C)CCCC1C (stereo not drawn)	5%	1%	-2%	-1%	2.6%	-10%[57.1 µM]	-17%	23%[57.1 µM]	1%
COc1ccc(C(CC(=O)c2ccc(C)cc2)Sc2ccccc2N)cc1 (stereo not drawn)	18%	x	-4%	50µM*	x	x	-11%	x	0%
CCNC(=O)CC1C(=O)N(c2ccc(F)cc2)C(=O)N1CCc1sccc1C (stereo not drawn)	-6%	7%	-10%	-12%	-1.1%	7%	-19%	21%	-5%
CN(Cc1ccccc1)c1nc(N)c([N+](=O)[O-])c(Nc2cccc(F)c2)n1	6%	-11%	-15%	-4%	0.0%	-7%	-16%	8%	-4%
CC1(c2ccccc2Cl)NC(=O)N(CC(=O)N2CCc3ccccc3C2)C1=O (stereo not drawn)	-13%	-17%	3%	u	-0.5%	2%	-14%	16%	-1%
COc1ccccc1-c1cnc2c(c1)C(=O)N([C@@H](C)CO)C[C@H](C)[C@H](CN(C)C)O2	-2%	x	-2%	u	x	x	-11%	x	1%
COc1ccc(/C=N/n2c(N)nc3ccccc32)cc1OC	10%	u	0%	4%	0.4%	-10%	-20%	10%[57.1 µM]	-12%
CCSc1nnc(NC(=O)COc2ccccc2)s1	-3%	12%	3%	8%[57.4 µM]	0.6%	11%[57.1 µM]	-5%	0%[2.29 µM]	1%
O=C(Nc1ccc2nc3n(c(=O)c2c1)CCCCC3)c1ccccc1[N+](=O)[O-]	0%	1%[56.9 µM]	1%	11%	8.3%	-4%	-16%	7%	-6%
O=c1[nH]nc(-c2ccc(F)cc2)cc1Cc1ccccn1	14%	-12%	0%	185%[activator]	-1.1%	1%	-18%	22%	0%
FC(F)(F)c1cc(-c2ccco2)nc(NCc2ccccc2)n1	3%	u	u	u	-3.9%	11%	u	u	-9%
COc1ccccc1CNC(=O)c1cnc2sccn2c1=O	-7%	11%	0%	-10%	4.5%	5%	-13%	15%	0%
O=C(O)c1ccccc1S(=O)(=O)NCC(O)COc1ccc(Br)cc1 (stereo not drawn)	8%	-27%	1%	-13%	-0.1%	3%	-11%	3%	2%
CCOC(=O)c1c(NC(=O)Cc2ccccc2)sc2c1CC(C)(C)NC2(C)C	4%	3%	2%	4%[57.4 µM]	-3.1%	2%	-17%	4%	5%
N#C/C(=C\c1ccc(Cl)cc1)c1n[nH]c(Cn2cncn2)n1	9%	33%	0%	6%	2.3%	-13%	4%	-19%	0%
CN(C)S(=O)(=O)c1cccc(NC(=O)COc2ccc3ccccc3c2)c1	-5%	-1%	3%	115%[activator]	-2.3%	-1%	-23%	18%	1%
CN(C)CCNC(NC(=O)c1cccs1)C(Cl)(Cl)Cl (stereo not drawn)	2%	11%	-1%	-32%	0.6%	-14%	-4%	-17%	0%
Cc1ccc(-c2ccc(CO)o2)cc1N	2%	-2%	-20%	0%	2.3%	47%[activator]	-3%	-5%	1%
CCN1C(=O)CS/C1=N\S(=O)(=O)c1ccc(C)cc1	5%	6%	-1%	7%	1.4%	0%[57.1 µM]	-17%	15%[57.1 µM]	1%
CCc1ccc(Nc2n[n+](-c3ccccc3)c(-c3ccc(SC)cc3)s2)cc1	14%	-39%	0%	u	11%	9%	-28%	32%	0%
COc1cccc(-c2n[nH]nc2C2=CC(=O)CC(C)(C)C2)c1	0%	x	-7%	-1%	x	x	-16%	x	0%
O=C(NC1CCN(C(=O)Nc2cccc(Cl)c2)CC1)c1ccco1	1%	-19%	-4%	-24%	4.2%	1%	-15%	13%	-3%
COc1ccc(CCNC(=O)CCCn2nc(C)c([N+](=O)[O-])c2C)cc1OC	3%	16%	-1%	8%	-0.8%	4%	-22%	16%	-10%
CCCN(CCC)C(=O)c1ccccc1C(=O)N(CCC)CCC	4%	4%	-4%	0%	-0.1%	13%	-12%	17%	0%
COc1cccc(-c2nnc(SCc3cccnc3)o2)c1	-2%	10%	0%	-2%	0.2%	-8%	-7%	-7%	0%
Nc1ccc(N=Nc2ccccc2)c2ccccc12	-5%	-7%[56.9 µM]	11%	u	1.3%	-3%	-18%	1%	-1%
Cc1ccc(S(=O)(=O)N2[C@@H](c3ccccc3)C(C(=O)O)=CC[C@H]2c2cccc(C)c2)cc1	-6%	-10%	1%	-5%	2.0%	7%[57.1 µM]	-24%	13%	-6%
